# Source: PubChem
# SV40 large T antigen: SV40 large T antigen inhibitors, biochemical (AID 1903); SV40 large T antigen ATPase/helicase inhibition assay; higher % means a stronger effect; inhibition, % at 20 µM, or IC50 in µM where a hit was titrated; 310,000 tested, 0.39% active; in the data active = a potency from the dose series; inconclusive = inhibition mostly from about 32% at the one dose, without a potency; inactive = the rest, 99 in 100 with inhibition below about 32%; also: strong numbers were not always called active
# K1F lysis inhibition: inhibition of K1F phage lysis, E. coli UTI89, bacterial capsule biogenesis inhibitors, alamar blue (AID 488966); inhibition, % at 100 µM, or IC50 in µM where a hit was titrated; 340,000 tested, 0.02% active; E. coli UTI89 K1F phage lysis, alamar blue, 2 h; higher % means a stronger effect;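 active = phage lysis inhibition, versus mean bacterial control, above a set limit; inconclusive = no clear call, values can overlap the other calls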;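 also: capsule biogenesis inhibitors block K1F phage lysis so surviving cells raise fluorescence; higher fluorescence means more inhibition of phage lysis; actives were called in the ten point dose series up to 300 µM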
# Rac1 GTP hydrolysis: MgcRacGAP GTPase-activating activity inhibitors, confirmation, biochemical, ADP Hunter fluorescence; Rac GTPase-activating protein 1 (Homo sapiens); MgcRacGAP-stimulated Rac1 GTP hydrolysis, ADP Hunter fluorescence; higher % means a stronger effect; GST-tagged Rac1 F28L mutant substrate; inhibition, % at 30 µM; hits with a dose series show IC50 in µM; 340,000 tested, 0.6% active; AID 624330, 2012;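 active = first-screen hits whose inhibition reached a set limit at any dose in the follow-up dose series; inconclusive = inhibition above the set first-screen limit but never retested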;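 also: fluorescence reports GDP produced by GAP-driven GTP hydrolysis; strong numbers were not always called active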
# TNAP activators: human TNAP enzyme activators, primary screen, biochemical, luminescent, no phosphate acceptor, uHTS (AID 1001); Alkaline phosphatase, tissue-nonspecific isozyme (Homo sapiens); purified TNAP, luminescent activation assay, no phosphate acceptor; higher activation fold means a stronger effect; activation fold at 20 µM, or EC50 in µM where a hit was titrated; 200,000 tested, 0.03% active; in the data active = activation fold from about 3, or a potency from the dose series; inactive = the rest, 99 in 100 with activation fold below about 1.6; also: many of its hits are not listed in these tables
# T cell HTS: modulators of CD8 T cell-vesicle binding, primary screen, mouse 2C CD8+ T cells, flow cytometry | 330,000 tested, 0.068% active | calls only at 7 µM | AID 2052, 2009 | 2C CD8+ T cell-vesicle binding; stronger effect = lower value;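 active = response, share of CD8 T cells binding vesicles, and their 90th percentile fluorescence all below set limits, cut at about 80% in these data, passing the limit was not always enough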
#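 incubation = binding step 1.5 h, 37 °C, antibody labelling 20 min, ice | test system = 2C mouse CD8+ T cells | read-out basis = percent CD8+ FL2 mean versus row control | controls = Peptide-free naked vesicles (low) and QL9 vesicles with 0.7% DMSO vehicle (high) | detection = flow cytometry of vesicle-bound cells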
# Myeloid diff 2: induction of myeloid progenitor differentiation, primary screen, cell-based, flow cytometry, MLPCN library; calls only at 10 µM; 360,000 tested, 1% active; ER-HoxA9 myeloid progenitors, lysozyme-GFP differentiation;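 active = normalized GFP-positive differentiation at or above the plate's own cutoff, the solvent-only control mean plus 3 SD; inconclusive = no clear call, values can overlap the other calls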;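 also: cells exposed to compound for four days before flow analysis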
# NTR1 ag: agonists of NTR1, primary screen, imaging, U2OS cells, beta-arrestin-GFP, high content (AID 493036); Neurotensin receptor type 1 (Homo sapiens), P30989; NTR1-U2OS beta-arrestin-GFP spot imaging, agonist mode; activation, % at 20 µM; 330,000 tested, 0.17% active;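 active = activation at or above 40% of the spot to cytoplasm intensity ratio, with at least 20 cells analyzed; inconclusive = wells under 20 cells, flagged as cytotoxic or low count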;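 also: 0% = DMSO without peptide and 100% = 100 nM NTR1 peptide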
# Target sequence (P30989 whole entry, looked up): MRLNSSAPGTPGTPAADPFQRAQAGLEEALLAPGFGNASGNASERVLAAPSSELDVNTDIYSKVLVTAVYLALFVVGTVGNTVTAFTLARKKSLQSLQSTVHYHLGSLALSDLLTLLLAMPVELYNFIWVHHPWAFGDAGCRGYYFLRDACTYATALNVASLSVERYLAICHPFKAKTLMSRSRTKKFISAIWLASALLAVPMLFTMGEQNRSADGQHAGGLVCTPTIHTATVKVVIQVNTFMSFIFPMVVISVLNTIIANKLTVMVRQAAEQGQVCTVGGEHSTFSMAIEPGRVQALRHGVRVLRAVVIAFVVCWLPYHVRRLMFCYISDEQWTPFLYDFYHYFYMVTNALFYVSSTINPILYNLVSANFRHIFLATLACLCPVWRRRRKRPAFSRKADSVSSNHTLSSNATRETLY
# RSV antiviral HEp-2: RSV antiviral activity via CPE protection, HEp-2 cells, primary 10 µM value included (AID 2391) | HEp-2 cells, RSV-induced CPE inhibition; higher % means a stronger effect | CPE inhibition, % at 10 µM; hits with a dose series show IC50 in µM | 310,000 tested, 0.13% active; in the data active = a potency from the dose series; inconclusive = CPE inhibition mostly from about 23% at the one dose, without a potency; inactive = the rest, 99 in 100 with CPE inhibition below about 21%; also: strong numbers were not always called active
# Salmonella PhoP GFP: inhibitors of PhoP regulon expression, primary screen, Salmonella Typhimurium, GFP reporter (AID 1863); 300,000 tested, 0.16% active; inhibition, % at 50 µM, or IC50 in µM where a hit was titrated; S. Typhimurium PhoP-regulated promoter GFP reporter, 4 h; higher % means a stronger effect;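 active = inhibition over 29.93%, a cutoff 3 SD above the screen mean, later confirmed by dose response; inconclusive = inhibition over 29.93% but no dose response follow-up; inactive = inhibition at most 29.93% or unconfirmed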;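 also: 0% = low Mg2+ inducing control and 100% = high Mg2+ repressing control; strong numbers were not always called active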
# T cell HTS vesicle-bound %: further read-out of T cell HTS, marked with its call; double positive events, %; measured here: CD8+ vesicle-bound cell fraction;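 binding gate set so that unloaded-vesicle control wells show 10% double positive cells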
# NTR1 ag cell count 20 µM: recorded beside NTR1 ag, whose call it bears; cell count; measured here: cell count, cytotoxicity flag
# Myeloid diff 2 GFP+ MAC1+ %: further read-out of Myeloid diff 2, marked with its call; GFP+ MAC1+ double positive, %; measured here: differentiation confirmed by MAC1 staining
# Numbers without * were called inactive; i = inactive; ? = inconclusive; · = no result given; [ ] = another dose, or the depositor's remark.
# Every second line gives: NTR1 ag cell count 20 µM	T cell HTS vesicle-bound %	K1F lysis inhibition	Myeloid diff 2	Rac1 GTP hydrolysis	NTR1 ag	Salmonella PhoP GFP	SV40 large T antigen	RSV antiviral HEp-2	TNAP activators	Myeloid diff 2 GFP+ MAC1+ %	T cell HTS
- CC(Oc1ccc2c3c(c(=O)oc2c1)CCC3)C(=O)NCC1CCC(C(=O)O)CC1 (centres undefined)
  92	28	0.6%	i	4%	-0.7	12%	10%	·	·	1.6	i
- C=CCn1c2ccccc2c(=O)c2cc(C#Cc3cc(OC)cc(OC)c3)ccc21
  54	40	-0.5%	i	-2%	4.6	·	·	0.8%	·	0.5	i
- O=C(N/N=C/c1ccccn1)c1ccc(Br)o1
  78	48	-5.3%	i	2%	-4.1	22%	-12%	1.3%	1.8	0.9	i
- CC(C)(C)NC(=O)C1CCCN(S(=O)(=O)c2ccc(-n3cnnn3)cc2)C1 (centres undefined)
  52	32	0.1%	i	4%	1.2	0%	8%	2.6%	·	4.1	i
- O=C(CN1CCN(c2ccccc2)CC1)NCc1ccc(F)cc1
  96	46	0.1%	i	·	1.4	-5%	8%	0.9%	·	0.8	i
- Clc1cccc(CN2CCN(c3ncccn3)CC2)c1Cl
  57	53	-1.4%	i	20%	2.4	1%	5%	2.9%	·	0.1	i
- N#Cc1cnn2c(-c3ccc(Cl)cc3Cl)ccnc12
  51	48	·	i	·	-0.8	4%	2%	-3.1%	1	0.2	i
- O=Cc1ccc(OCC(=O)Nc2ccccc2C(F)(F)F)cc1
  67	46	0.3%	i	4%	-0.5	3%	-8%	3.5%	1.1	0.6	i
- COc1ccc(-c2cc(C(=O)NCCc3ccccc3)no2)cc1OC
  64	34	-2.2%	i	4%	2.3	-14%	2%	0.8%	1.1	1.3	i
- COc1ccc(Cl)cc1NC(=O)CNc1ccc(F)cc1C
  49	34	4.2%	i	0%	4.2	9%	-1%	14%	1.1	0.8	i
- Cc1nn(-c2ccccc2[N+](=O)[O-])c(=O)c2ccccc12
  35	51	0.6%	i	4%	-1.2	0%	6%	4.9%	1.1	0.5	i
- CCOc1ccc(C(=O)Nc2c(C(N)=O)oc3ccccc23)cc1
  85	17	2.7%	i	11%	7.4	4%	-5%	0.2%	1.1	0.1	i
- COc1ccc(NC(=O)C(=O)NCCN2CCN(C(=O)c3cccs3)CC2)cc1
  73	40	1.7%	i	5%	0.7	4%	21%	1.4%	1.1	0.6	i
- CCCc1nc2ccc(NC(=O)c3ccco3)cc2c(=O)n1Cc1ccc(Cl)cc1
  84	42	-0.2%	i	7%	5.7	-9%	6%	2.2%	1	0.9	i
- CC(C)c1ccc(/C=C2\SC(N3CCCC3)=NC2=O)cc1
  44	42	3.7%	i	-5%	6.5	2%	14%	18%	1.1	0.3	i
- O=C1NC(c2ccccc2)=C(c2nc3ccccc3s2)C(c2ccc(F)cc2)N1 (centres undefined)
  74	28	0.2%	i	4%	20	17%	2%	45%	1.1	1.0	i
- CC1CCCC(C(=O)OCc2ccccc2)N1 (centres undefined)
  36	38	0.4%	i	0%	-1.8	-7%	2%	0.6%	1.1	4.2	i
- COc1ccccc1NS(=O)(=O)c1cccc(C(=O)NCC(c2ccco2)N(C)C)c1 (centres undefined)
  63	30	0.9%[50 µM]	i	7%	0.6	2%	13%	0.8%	·	0.4	i
- COc1ccc(NC2CCCN(C(=O)c3cc(CC(C)C)nc(N)n3)C2)cc1 (centres undefined)
  53	37	-0.3%	i	?	-1.4	9%	23%	2.4%	·	0.0	i
- COc1ccc(-n2nnnc2SCC(=O)NC2CCS(=O)(=O)C2)cc1 (centres undefined)
  62	58	0.6%[50 µM]	i	-1%	-0.6	·	·	·	·	1.3	i
- Cc1c(C(C)C[C@H](C)O)oc(=O)c2c1Oc1c(C)c(C(C)C[C@H](C)O)oc(=O)c1C2 (some centres undefined)
  62	15	0.0%	i	8%	3.1	·	·	0.4%	·	2.1	i
- CSCCC(NC(=O)c1ccc(Cl)cc1Cl)C(=O)OC(C)C(=O)NCc1ccco1 (centres undefined)
  48	44	-0.2%[50 µM]	i	4%	-0.8	1%	19%	-0.1%	·	0.3	i
- O=C(NC1C(=O)NNC1c1ccccc1)c1ccccc1 (centres undefined)
  46	42	0.4%	i	10%	0.7	14%	30%	0.4%	1.1	0.5	i
- COCCCn1c(SCC(=O)N(C)C)nnc1-c1ccccc1
  54	8	0.4%	i	3%	0.8	17%	-19%	0.3%	1.1	6.2	i
- Cc1noc(C)c1C(=O)OC(C)C(=O)N(C)c1ccccc1 (centres undefined)
  61	36	0.1%[50 µM]	i	-4%	0.6	·	·	1.6%	·	0.7	i
- Cc1cccc(NC(=O)Cn2cccc2)c1
  77	19	3.9%	i	10%	1.0	3%	5%	0.4%	1	0.4	i
- Cc1ccc(CNS(=O)(=O)c2cn(C)cn2)cc1
  55	16	1.7%	i	-1%	0.4	14%	-2%	-0.5%	1.1	1.0	i
- O=C(CNC1CCCCCC1)Nc1ccccc1N1CCCCC1
  87	29	-0.4%	i	9%	8.6	17%	12%	11%	1.1	0.7	i
- Cc1cc(C)c2c(=O)[nH]c(SCC(=O)N3CCCCC3)nc2n1
  84	52	0.0%	i	6%	-0.8	-3%	-4%	0.8%	1.1	1.0	i
- COc1ccc2cnn(Cc3ccccc3)c(=O)c2c1OC
  51	52	0.6%	i	13%	-1.3	4%	0%	1.9%	1.2	0.7	i
- O=S(CC1CC1(Cl)Cl)CC1CC1(Cl)Cl (centres undefined)
  65	31	6.3%	i	-9%	1.4	4%	2%	0.7%	1	0.3	i
- C=CCOc1ccc(/C=N/NC(=O)c2c(C)nc3ccc(Cl)cn23)cc1
  41	47	0.4%	i	8%	-0.7	2%	4%	1.9%	·	0.3	i
- CC(=O)Oc1ccc(/C=N/NC(=O)CCSc2ccccc2)cc1
  56	50	-0.4%	i	11%	4.4	-2%	16%	0.0%	1	0.2	i
- CC(C)N(C(=O)NC(=O)Nc1ccc(S(=O)(=O)N2CCCC2)cc1)S(C)(=O)=O
  44	45	-0.1%	i	6%	0.5	5%	5%	1.6%	1.1	0.6	i
- COc1ccc(C(=O)COC(=O)C(CCSC)NS(=O)(=O)c2ccc(Cl)cc2)cc1 (centres undefined)
  ·	56	-0.6%[50 µM]	i	6%	·	-8%	5%	0.0%	1	0.4	i
- O=C(Nc1ccccc1N1CCOCC1)c1cccc(F)c1
  51	14	0.6%	i	6%	-0.5	0%	20%	-0.3%	1.1	0.4	i
- O=C(CN1CCN(Cc2ccccc2)CC1)NCc1ccc(Cl)cc1
  74	59	0.3%	i	9%	-1.1	4%	22%	-0.3%	·	0.2	i
- Cc1ccnc(N/N=C/c2ccccc2)n1
  33	42	1.3%[50 µM]	i	9%	-0.1	2%	8%	0.6%	1.1	1.5	i
- S=c1[nH]nc(Cc2sc(-c3ccccc3)nc2-c2ccccc2)o1
  51	39	0.3%	i	6%	0.3	5%	-6%	13%	0.9	0.5	i
- CC(=O)c1sc(-c2ccc(Cl)cc2)nc1C
  17	34	0.2%	i	6%	0.1	2%	6%	6.7%	1.1	0.1	i
- Clc1ccc(-c2cnc3n2CCCCC3)cc1
  35	8	0.7%	i	8%	0.5	2%	-9%	20%	1.1	0.6	i
- O=C(c1ccccc1)c1ccc(OCC(O)CN2CCCCC2)cc1 (centres undefined)
  94	26	9.4%	i	5%	0.2	-1%	-3%	-0.8%	1	0.2	i
- CCS(=O)(=O)c1ccc(O)c(NC(=O)c2cc(OC)c(OC)c(OC)c2)c1
  59	51	5.4%	i	5%	0.8	-8%	18%	0.4%	1.1	4.7	i
- CN(C)C(CNC(=O)c1ccc(C(=O)c2ccccc2)cc1)c1ccccc1 (centres undefined)
  58	30	0.2%	i	2%	0.0	-1%	7%	1.7%	·	0.6	i
- COc1cc(NC(=S)Nc2ccccn2)cc(OC)c1OC
  74	45	0.0%	i	7%	0.1	8%	9%	18%	1.1	0.0	i
- O=[N+]([O-])c1cc2c(cc1CN1CCN(CCOCCO)CC1)OCO2
  66	52	-0.4%	i	0%	0.8	3%	6%	0.4%	·	0.1	i
- O=c1oc(-c2ccccc2NS(=O)(=O)c2ccc(Cl)cc2)nc2ccccc12
  58	32	-2.3%	i	2%	2.6	-8%	9%	4.1%	·	0.4	i
- CCOc1cccc(C(=O)NC(=S)Nc2ccc(Cl)cc2C(=O)O)c1
  47	28	-0.1%	i	20%	1.7	-14%	7%	0.2%	1.1	0.5	i
- CC(NC(=O)c1ccccc1Cl)C(=O)O (centres undefined)
  61	24	0.1%	i	5%	1.0	-1%	7%	2.2%	1.1	0.9	i
- CC1(C)CC(=O)C2=C(C1)NC(=O)NC2c1ccc([N+](=O)[O-])cc1 (centres undefined)
  47	47	0.2%	i	11%	-0.2	6%	-1%	1.3%	·	0.3	i
- CC(C)(C)c1ccc(C(=O)Nc2ccc(S(=O)(=O)Nc3cnc4ccccc4n3)cc2)cc1
  86	18	0.1%	i	8%	2.2	-4%	10%	46%	·	0.4	i
- O=C(CCCOc1ccccc1)N1CCN(S(=O)(=O)c2ccc(Cl)cc2)CC1
  61	44	0.2%[50 µM]	i	-6%	1.2	6%	9%	1.0%	·	0.4	i
- COn1c(-c2ccc(Cl)cc2)nc2ccc(Cl)cc21
  104	21	0.1%	i	16%	1.2	-3%	8%	41%	1.1	0.3	i

# Full records, looked up by structure. Values in the order: NTR1 ag cell count 20 µM, T cell HTS vesicle-bound %, K1F lysis inhibition, Myeloid diff 2, Rac1 GTP hydrolysis, NTR1 ag, Salmonella PhoP GFP, SV40 large T antigen, RSV antiviral HEp-2, TNAP activators, Myeloid diff 2 GFP+ MAC1+ %, T cell HTS
# Results for C=CCOc1ccc(/C=N/NC(=O)c2c(C)nc3ccc(Cl)cn23)cc1 = 41, 47, 0.4%, i, 8%, -0.7, 2%, 4%, 1.9%, ·, 0.3, i
# Results for O=c1oc(-c2ccccc2NS(=O)(=O)c2ccc(Cl)cc2)nc2ccccc12 = 58, 32, -2.3%, i, 2%, 2.6, -8%, 9%, 4.1%, ·, 0.4, i

# This is a random part of the collection. Share with any hit: about 2.3%.
